EBV gp42 block: inhibitors of Epstein-Barr virus glycoprotein 42 | AID 1085 | Q1HVG2 | actives 0.42% (n = 220,000) | Fluorescence polarization binding assay, mP read-out | inhibition, % (tested at 21.74 µM); in the data active means inhibition above about 50%
Target sequence (Q1HVG2 whole entry, looked up): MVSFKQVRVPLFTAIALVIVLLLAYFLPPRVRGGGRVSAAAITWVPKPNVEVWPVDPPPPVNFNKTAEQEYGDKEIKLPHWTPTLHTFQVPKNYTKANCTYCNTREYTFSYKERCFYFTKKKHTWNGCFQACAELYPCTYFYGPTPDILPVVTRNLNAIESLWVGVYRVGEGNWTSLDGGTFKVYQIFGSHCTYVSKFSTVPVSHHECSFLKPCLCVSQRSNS
Runt-CBFb FRET: inhibitors of human RUNX1 Runt domain binding to CBFb; Q01196+Q13951; inhibition, % at 20 µM; actives 0.46% (n = 220,000); Cerulean-Runt/Venus-CBFb FRET ratio 530/480, 1 h;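 active means inhibition over about 50% at 20 µM in the single-dose screen, limit read from the data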;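 further: 0% = DMSO wells and 100% = excess unlabeled CBFb competitor control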
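System: Cerulean-labeled Runt domain protein | Quantity: 100 nM of each labeled protein | Schedule: 1 h compound exposure, room temperature | Detection: Fluorescence energy transfer, 422 nm excitation, 530/480 nm emission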
Hck Nef HTS: blocks Nef-activated human Hck kinase; Recombinant Hck-YEEI plus Nef, Z-Lyte FRET kinase assay; inhibition, % at 20 µM; actives 0.68% (n = 220,000);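 active means Hck-Nef kinase inhibition above about 50%, limit read from the data; inactive means inhibition below that limit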;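 further: 0% = DMSO with Hck plus Nef and 100% = Hck alone without Nef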
14-3-3 Bad PPI: disrupts binding of bovine 14-3-3 zeta to phospho-Bad peptide; actives 0.71% (n = 220,000); AID 781; inhibition, % at 21.7 µM; TR-FRET 14-3-3zeta/Dy647-pBad peptide displacement, 1 h;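 active means inhibition above about 70%, limit read from the data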;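 further: 0% = full 14-3-3 plus peptide FRET controls and 100% = background without 14-3-3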
Target sequence (P63103 whole entry, looked up): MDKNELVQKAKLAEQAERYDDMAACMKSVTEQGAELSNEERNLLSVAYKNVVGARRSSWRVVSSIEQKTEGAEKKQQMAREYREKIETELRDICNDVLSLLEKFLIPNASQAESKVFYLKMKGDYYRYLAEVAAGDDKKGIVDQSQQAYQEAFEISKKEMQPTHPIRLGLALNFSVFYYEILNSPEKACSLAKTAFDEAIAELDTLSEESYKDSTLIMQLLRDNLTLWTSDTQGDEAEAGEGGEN
NCF1 inh: blocks human p47phox regulatory protein of NADPH oxidases. P14598. p47phox/p22phox peptide binding, fluorescence polarization, 2 h. inhibition, % at 24.7 µM. actives 0.53% (n = 220,000). AID 1274;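 active means inhibition above about 30%, limit read from the data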;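 further: 0% = p47phox with labelled peptide and 100% = labelled peptide alone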
Tb hexokinase: T. brucei hexokinase 1 inhibition | actives 0.11% (n = 220,000) | inhibition, % at 10 µM | AID 1430 | recombinant TbHK1, G6PDH-coupled NADH A340;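 active means inhibition of 50% or more in the single-dose primary screen; inactive means inhibition below 50%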
Runt-SMMHC FRET: inhibitors of human RUNX1 Runt domain binding to CBFb-SMMHC; inhibition, % at 20 µM; actives 0.74% (n = 220,000); Cerulean-Runt/Venus-CBFb-SMMHC FRET ratio 530/480, 1 h; Q01196+Q13951; AID 1434;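 active means mean inhibition across duplicate retests at 20 µM reaching about 50%, limit read from the data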;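 further: 0% = DMSO wells and 100% = wells with excess untagged CBFb-SMMHC; inhibitors lower the FRET ratio by blocking Runt binding to CBFb-SMMHC; some results filed as inactive read as strong as hits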
zVAD death inh: L929 zVAD cell death inhibition | viability rescue, % at 10 µM | AID 1377 | actives 0.38% (n = 220,000) | L929 zVAD necroptosis rescue, ATP luminescence, 24 h; with zVAD 60 µM;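 active means activation, scaled between plate controls, above about 75%, limit read from the data; inactive means activation under that limit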;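 further: 0% = zVAD with DMSO and 100% = DMSO alone without zVAD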
Mdm2 ligase inh: blocks human Mdm2 ubiquitin ligase activity; Q00987; signal enhancement, % at 5 µM; actives 0.11% (n = 210,000); cell-based MDM2 ubiquitination luciferase reporter, 2 h; 0 = plate control, 100 = twice control, blank-subtracted; AID 1230;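 active means signal enhancement of 30% or more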;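 further: luminescence tracks abundance of the self-degrading MDM2-luciferase fusion protein; higher signal means inhibition of MDM2 E3 ligase activity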
Target sequence (Q00987 whole entry, looked up, the tested form may be a part): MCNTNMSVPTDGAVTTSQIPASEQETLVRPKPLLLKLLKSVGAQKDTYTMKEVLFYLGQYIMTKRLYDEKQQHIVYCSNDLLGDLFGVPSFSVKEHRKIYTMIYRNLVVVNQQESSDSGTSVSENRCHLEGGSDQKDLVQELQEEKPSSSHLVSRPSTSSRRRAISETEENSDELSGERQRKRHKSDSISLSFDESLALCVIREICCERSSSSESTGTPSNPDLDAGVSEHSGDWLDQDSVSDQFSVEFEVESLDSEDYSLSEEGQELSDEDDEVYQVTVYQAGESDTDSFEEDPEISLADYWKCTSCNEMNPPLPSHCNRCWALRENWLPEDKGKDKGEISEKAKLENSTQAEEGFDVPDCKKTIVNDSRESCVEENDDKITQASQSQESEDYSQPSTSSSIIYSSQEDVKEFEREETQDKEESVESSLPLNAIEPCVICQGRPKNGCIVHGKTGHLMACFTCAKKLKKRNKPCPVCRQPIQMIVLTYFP
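Material: stable MDM2–luciferase fusion reporter cells / Quantity: 2000 cells/well / Dosing: single 5 µM compound dose, 0.2% final DMSO / Buffer or medium: DMEM / Schedule: 4 h cell settling then 2 h compound exposure, 37 °C / Detection: luminescence with SteadyLite reagent, 15 min at room temperature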
* hit, by the source's call; . = no result given; & = joins results of further samples; [ ] = another dose, or the depositor's remark.

SMILES	EBV gp42 block	Runt-CBFb FRET	Hck Nef HTS	14-3-3 Bad PPI	NCF1 inh	Tb hexokinase	Runt-SMMHC FRET	zVAD death inh	Mdm2 ligase inh
S=C(Nc1ccc2snnc2c1)N1CCN(c2ccccn2)CC1	-2	18	1	-5[fluorescence artefact?]	-11	-9	8	-0.2	-12
CC(=O)NCCn1c(SCC(=O)Nc2ccc(C)cc2)nc2ccccc2c1=O	-15	-2	21	8	1	13	2	1.0	-12
CC(=O)Nc1ccc(S(=O)(=O)N2CCCCC2c2cccnc2)cc1 (stereo not given)	-6	-1	-2	12	-6	1	-4	1.6	1
CCOC(=O)c1[nH]c2ccc(OC)cc2c1C	-9	-2	3	-6	-6	-2	1	3.1	-19
O=C(/C=C/c1ccccc1)N(Cc1ccc(Cl)cc1)C1CCS(=O)(=O)C1 (stereo not given)	-16	-1	-3	-6	-8	2	-2	0.1	-8
C/C(=N\O)C(=O)NCCCNCCCN(C)C	-7	1	-1	9	-17	-4	0	0.2	10
COc1ccc(S(=O)(=O)Nc2ccc3c(c2)OCO3)cc1OC	-11	4	0	2	6	-2	4	3.2	-11
O=C(NC(C(=O)NCCN1CCOCC1)C12CC3CC(CC(C3)C1)C2)C1CCCCC1 (stereo not given)	-18	-2	-19	-8[fluorescence artefact?]	-6	-3	1	0.0	-1
Cc1ccc(-c2csc3nnc(SCC(=O)Nc4nsc(-c5ccccc5)n4)n23)cc1	-3	-1	6	19	-4	12	1	0.3	-13
CC(=O)N1CCN(C(=S)c2ccc(N(C)C)cc2)CC1	-27	14	2	1	3	-12	0	0.5	-14
Cc1cc(C)nc(NC(=O)CN2C(=O)c3ccccc3C2=O)n1	-8	0	1	6	-8	1	-30	-0.1	13
O=C(O)CC1(CC(=O)Nc2cc(C(F)(F)F)cc(C(F)(F)F)c2)CCCCC1	-15	2	12	8	1	-7	1	0.8	-8
C/C(=N/NC(=O)c1ccc(Br)o1)c1cccc(NC(=O)c2ccc(C)o2)c1	-13	0	9	11[fluorescence artefact?]	-1	-5	2	7.1	-8
Cc1c(Br)c([N+](=O)[O-])nn1CC(=O)NCC1CCCO1 (stereo not given)	-4	1	18	-4	7	1	2	13	-9
COc1ccccc1-c1nc(-c2ccccc2)nc(N2CCN(C)CC2)c1C#N	-5	-2	-12	-11	-13	-12	-9	29	-11
COc1cc(NC(=O)c2ccccc2)c(OC)cc1NC(=O)CN1CCCCC1	3	-8	6	15[fluorescence artefact?]	-3	-10	0	1.8	11
O=C(CSc1ncc(C(F)(F)F)cc1Cl)N1CCN(S(=O)(=O)c2ccc3ccccc3c2)CC1	-8	2	0	3[fluorescence artefact?]	-12	-11	1	-0.8	-19
Cc1nc(-c2ccc(NC(=O)/C=C\C(=O)O)cc2)cs1	-2	4	23	-7	-9	-5	2	1.4	-5
COc1cc(/C=N/n2c(-c3ccc4c(c3)NC(=O)CO4)csc2=Nc2cccc(C)c2)ccc1O	-6	-4	-118	28	-14	-16	-2	0.7	-4
Cc1ccc(NS(=O)(=O)c2ccc(Br)cc2)nc1	-1	-2	3	20	-10	-10	1	-0.2	-9
CN1C(=O)c2ccccc2C(C(=O)NCCCN2CCCC2)C1c1c[nH]c2ccccc12 (stereo not given)	-1	0	1	1[fluorescence artefact?]	-3	-6	-5	-0.3	-23
Clc1cccc(Cl)c1CSc1cc2c(nn1)-c1ccccc1CC2	-16	0	1	-10	2	-7	2	13	-2
CCn1ccc(C(=O)Nc2c(C)nn(Cc3c(F)c(F)c(F)c(F)c3F)c2C)n1	-2	-3	-1	-6	2	-3	2	0.4	-1
COc1ccc(Cc2c(O)nc(SCC(=O)N3CCOCC3)[nH]c2=O)cc1	-9	-3	3	4	2	-14	0	0.5	-9

Three compounds from above, limited to Runt-CBFb FRET.
mol,Runt-CBFb FRET
O=C(CSc1ncc(C(F)(F)F)cc1Cl)N1CCN(S(=O)(=O)c2ccc3ccccc3c2)CC1,2
COc1cc(NC(=O)c2ccccc2)c(OC)cc1NC(=O)CN1CCCCC1,-8
CCn1ccc(C(=O)Nc2c(C)nn(Cc3c(F)c(F)c(F)c(F)c3F)c2C)n1,-3

Following part:
SMILES	EBV gp42 block	Runt-CBFb FRET	Hck Nef HTS	14-3-3 Bad PPI	NCF1 inh	Tb hexokinase	Runt-SMMHC FRET	zVAD death inh	Mdm2 ligase inh
COc1ccc(S(=O)(=O)N2CCC(C(=O)Nc3ccc(F)cc3)CC2)c2cccnc12	-10	0	15	-5	-6	-5	1	4.0	-7
CCOC(=O)c1ccccc1NC(=S)N1CCC(C(N)=O)CC1	-13	1	22	-5	2	-7	102	-0.3	4
Cc1ccc(CCNC(=O)C2CCC(CNc3c(N4CCC(C)CC4)c(=O)c3=O)CC2)cc1 (stereo not given)	-17	-4	-5	-20	3	-2	-6	.	.
O=C(NNC(=O)c1ccccc1Cl)c1cccs1	-22	1	0	6	-6	-2	-3	-0.3	-19
COC(c1ccccc1)c1nnc(CCC(=O)NCc2ccc3ncccc3c2)o1 (stereo not given)	-15	.	21	-8	1	-4	.	3.5	8
CC(=O)Nc1ccc(NC(=O)COC(=O)[C@@H](NC(=O)c2ccc(F)cc2)C(C)C)cc1	-5	0	21	-15	-23	2	0	13	-12
O=C(CC1SC(=Nc2ccccc2F)N(CCN2CCOCC2)C1=O)Nc1ccc(F)cc1F (stereo not given)	-10	-3	-3	-12	-13	1	-4	0.9	-10
OC(COc1cccc(OCC(O)CN2CCOCC2)c1)CN1CCOCC1 (stereo not given)	-3&-16	1	1&-3	-20&3[fluorescence artefact?]	-3&-1	1&0	3&2	1.1&3.6	-4&-22
COc1cc(CN2CCC(CO)(CCOc3ccccc3)CC2)cc(OC)c1OC	1	2	22	2	-11	8	3	-2.4	-9
C1CC1Cc1noc(CN2CCN(CC3CC3)CC2)n1	-13	0	20	-10	-5	0	-2	3.0	-8
COc1ccnc(Oc2ccccc2)n1	-7	-8	7	-7[fluorescence artefact?]	2	0	-2	0.4	9
Cc1cc(NC(=O)CSc2ccc3ccccc3c2)no1	9	5	1	0	-41	0	3	-0.7	-6
O=C(Nc1ccc(S(=O)(=O)Nc2ncccn2)cc1)c1ccc(F)c(S(=O)(=O)N2CCOCC2)c1	-31	0	28	3	-37	-9	1	-0.1	.
Cc1ccc(NC(=S)N(CCN(C)C)Cc2cccs2)cc1	0	0	-3	-6	-7	-4	-1	0.2	-2
COc1ccc(S(=O)(=O)N(C)CC(=O)NC2CCCC2)cc1Cl	-8	-1	6	-9[fluorescence artefact?]	-4	-1	-2	-0.3	-4
C#CC(C)(C)NC(=O)c1ccccc1OC	-21	0	-1	1	-8	1	1	1.0	-7
Cc1ccc(OCC(=O)Nc2cc(-c3nn4c(C)nnc4s3)ccc2C)cc1	-7	-1	6	-5	18	-3	-1	-1.0	-1
O=C(Cc1cccc2ccccc12)N/N=C/c1ccncc1	-35	2	21	-4	13	2	-3	13	-1
CN1CCCc2cc3c(C(F)(F)F)cc(=O)oc3nc21	132*	12	2	3	-8	1	42	0.1	8
COc1ccccc1C1OC(c2cccc([N+](=O)[O-])c2)=NN1C(C)=O (stereo not given)	3	0	18	-5	0	-3	3	-0.4	-18
CN(C)c1ccc(N=C/C=C2/N(C)c3ccccc3C2(C)C)cc1	-51	-12	0	-20[fluorescence artefact?]	-55	-19	-34	0.1	-16
CC(NC(=O)NC1CCCCC1)C(c1cccs1)N1CCN(Cc2ccccc2)CC1 (stereo not given)	-7	-2	0	4	-7	1	4	1.4	-7
Cc1cc(C(=O)OCC(=O)NCc2ccccc2Cl)c(C)o1	-2	-3	12	72*	2	4	-1	0.0	-15
Cc1nc2c3cc(F)ccc3n(Cc3ccc(F)cc3)c2s1	-7	24	4	-3[fluorescence artefact?]	-7	-5	5	0.8	.
COc1ccccc1Oc1nc2ccccn2c(=O)c1/C=C(\C#N)C(=O)Nc1c(C)n(C)n(-c2ccccc2)c1=O	1	6	17	0	-17	-36	6	0.7	-85
CCOC(=O)c1cc(C(=O)OCC)c2cccc(C)n2c1=O	-14	19	33	-5	-11	-28	60	-0.2	-5
Cc1cc(C(=O)NCCC2=CCCCC2)c(C)o1	-11	5	-4	10[fluorescence artefact?]	-5	2	4	0.4	-47
Cc1cc2ccccc2n1CCNC(=O)C(C)C	12	-10	-2	0[fluorescence artefact?]	0	8	-44	1.4	-12
CCOC(=O)/C(=C/c1ccc(N2CCC(c3ccccc3)=N2)cc1)C(C)=O	156*	5	-25	-11	-97	-4	79*	.	-9
Cn1c(NCc2ccco2)nc2c1c(=O)n(Cc1ccc(Cl)cc1Cl)c(=O)n2C	-16	0	5	8	-11	4	-1	-0.3	-2
Cn1c(=O)c(=O)n(C)c2cc(S(=O)(=O)NCCc3ccccc3)ccc21	1	0	0	7	2	-13	-6	2.2	-13
CCOc1ccc2nc(Nc3nc(CSc4nnnn4-c4ccccc4)cc(=O)[nH]3)nc(C)c2c1	-8	-6	1	-4	0	-1	1	0.1	-14
COc1ccc(-c2c3c(=O)n(C)c(=O)n(C)c3cn2C2CCCCC2)cc1	-10	-3	-7	3	-12	-13	-6	-1.3	0
Cc1cccc(-n2c(SCC(N)=O)nc3c(c2=O)C2(CCCCC2)Cc2ccccc2-3)c1	-11	-4	7	-5	-6	-18	4	-0.6	-12
O=C(NCc1cccnc1)C1CC(=O)N(c2ccc(Cl)cc2)C1 (stereo not given)	-30	2	-1	-1	-5	1	-2	-0.1	-18
Cc1[nH]nc2c1C(CCc1ccccc1)C(C#N)=C(N)O2 (stereo not given)	-11	-2	.	-8	4	.	-3	.	8
CC(=O)Cc1nsc(NC(=O)c2ccc(COc3ccccc3)o2)n1	-14	-2	-2	3[fluorescence artefact?]	-6	-13	1	-0.2	-16
Nc1nnc(SCCCC(=O)c2ccc(Br)cc2)s1	2	1	3	6[fluorescence artefact?]	-8	3	3	0.5	-8
CCC1=NC(c2ccc(Br)cc2)N(O)C1(C)C (stereo not given)	-15	0	-16	-12	-15	0	2	1.1	6
O=C(Nc1ccc(S(=O)(=O)Nc2ccccc2)cc1)C1COc2ccccc2O1 (stereo not given)	2	-3	9	-6	-17	8	-1	0.3	-7
CCCCCCCC(=O)NNC(=O)c1c(O)c2ccccc2[nH]c1=O	3	-2	28	-5	-7	-15	-3	-0.2	.
CCN1C(=O)C(F)(CC)C(=O)c2ccccc21 (stereo not given)	7	0	2	6	-8	-1	-5	2.1	-10
Cc1c(Cl)cccc1NC(=O)Nc1ccccc1C(N)=O	-16	-1	20	-10	0	-1	3	-0.7	-13
CC1=NN(c2ccccc2)C(=O)/C1=C\c1c(C)[nH]n(-c2ccccc2)c1=O	-3	-3	9	11	5	-22	-13	-0.1	-1
O=C(Nc1ccc(S(=O)(=O)Nc2ncccn2)cc1)c1cnc(Cl)c(Cl)c1	-4	2	16	-4	-34	-3	2	2.4	-6
CCC1=NNC(=O)C(CC(=O)Nc2ccccc2)c2cc(OC)c(OC)cc21 (stereo not given)	-3	0	5	-10	-1	-1	2	.	-2
